# KDM5B inhibitor = KDM5B demethylase inhibition. KDM5B demethylase, FDH-coupled NADH fluorescence (FDH is formaldehyde dehydrogenase). Potency, µM (top dose mostly 57.7 µM), without a hit: at the highest dose activity change, negative = inhibition, usual class: inhibitors. 220,000 tested, 2.6% active. AID 1347165; active = well fitted inhibition curve with a large enough effect; inconclusive = small, poorly fitted or top-dose-only effect; inactive = no such curve, though single readings can be large or run the other way; note: 0% is about no effect; nearly all actives have a fitted effect of over 70% in size
# Target sequence (Q9UGL1 whole entry, looked up): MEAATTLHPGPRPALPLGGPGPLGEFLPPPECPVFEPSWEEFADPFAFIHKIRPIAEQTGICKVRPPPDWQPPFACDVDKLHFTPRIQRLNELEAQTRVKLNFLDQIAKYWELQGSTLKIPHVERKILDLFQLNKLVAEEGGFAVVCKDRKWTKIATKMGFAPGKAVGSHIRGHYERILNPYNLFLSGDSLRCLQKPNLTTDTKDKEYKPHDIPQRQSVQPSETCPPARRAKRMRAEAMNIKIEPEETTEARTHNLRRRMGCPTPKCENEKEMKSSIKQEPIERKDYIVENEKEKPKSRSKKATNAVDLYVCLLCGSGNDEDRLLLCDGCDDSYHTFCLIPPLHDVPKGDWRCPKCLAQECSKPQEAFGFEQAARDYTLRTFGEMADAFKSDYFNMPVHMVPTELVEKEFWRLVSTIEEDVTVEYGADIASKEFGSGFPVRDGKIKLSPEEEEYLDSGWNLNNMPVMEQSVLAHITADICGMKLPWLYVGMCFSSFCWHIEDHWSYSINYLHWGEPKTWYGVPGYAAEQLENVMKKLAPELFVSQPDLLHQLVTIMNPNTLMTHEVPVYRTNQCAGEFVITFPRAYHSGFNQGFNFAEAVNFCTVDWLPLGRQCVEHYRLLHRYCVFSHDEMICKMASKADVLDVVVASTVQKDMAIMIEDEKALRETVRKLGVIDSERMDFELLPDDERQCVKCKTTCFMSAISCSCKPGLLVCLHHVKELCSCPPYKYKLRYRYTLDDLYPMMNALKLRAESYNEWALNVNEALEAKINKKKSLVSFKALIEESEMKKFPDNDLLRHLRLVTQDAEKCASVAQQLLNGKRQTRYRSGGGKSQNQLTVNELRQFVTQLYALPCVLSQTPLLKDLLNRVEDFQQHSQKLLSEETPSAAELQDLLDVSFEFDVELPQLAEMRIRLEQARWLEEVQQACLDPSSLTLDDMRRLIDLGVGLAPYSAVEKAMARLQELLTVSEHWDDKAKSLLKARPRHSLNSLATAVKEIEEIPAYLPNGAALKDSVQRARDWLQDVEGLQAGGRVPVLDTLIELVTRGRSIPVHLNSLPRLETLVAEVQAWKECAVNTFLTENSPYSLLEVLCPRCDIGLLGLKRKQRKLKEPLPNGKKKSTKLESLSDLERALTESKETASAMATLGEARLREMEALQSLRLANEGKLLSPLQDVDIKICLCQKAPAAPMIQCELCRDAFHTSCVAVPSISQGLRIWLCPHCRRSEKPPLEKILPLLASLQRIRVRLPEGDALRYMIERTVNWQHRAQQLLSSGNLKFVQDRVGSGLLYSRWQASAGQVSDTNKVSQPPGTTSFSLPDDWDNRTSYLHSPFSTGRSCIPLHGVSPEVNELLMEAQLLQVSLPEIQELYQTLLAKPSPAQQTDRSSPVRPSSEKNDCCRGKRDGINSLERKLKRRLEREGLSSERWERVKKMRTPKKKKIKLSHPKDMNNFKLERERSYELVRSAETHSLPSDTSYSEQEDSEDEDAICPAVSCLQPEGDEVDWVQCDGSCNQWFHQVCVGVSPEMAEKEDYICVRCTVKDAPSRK
#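 Here, H3K4me3 peptide (12.5 µM in substrate mix) is demethylated by KDM5BΔAP, 200 nM final, after 10 min compound exposure. Formaldehyde product is coupled through FDH (0.25 U/mL in mix) to NADH fluorescence; 30-min ΔRFU feeds dose-response curves.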
# * = called active by the depositor; u = inconclusive; [ ] = another dose, or the depositor's remark. Potency is the fitted concentration of half-maximal effect. The list is partial, so the mix of outcomes need not match the whole.
KDM5B inhibitor	structure
4%	O=C(NCc1ccccc1Cl)c1noc(-c2ccc(F)cc2)n1
21%	CCOC(=O)CSc1nc2sc3c(c2c(=O)n1-c1ccccc1)CC(C)(C)SC3
u	CC(=O)c1ccc(N2CCN(S(=O)(=O)c3ccc(-c4coc(C)n4)cc3)CC2)cc1
u	CCOc1ccccc1CNC(=O)c1cc2c(=O)n(Cc3cccnc3)ccc2nc1C
10%	CCOc1ccc(CNC(=O)c2[nH]c3ccccc3c2Sc2ccc(C)cc2)cc1
-1%	CC1CCCN(Cc2cn3c(-c4cccc(Br)c4)nnc3s2)C1 (configuration not stated)
u	COc1ccc(Cl)cc1-c1ccc2c(n1)CN(CCOc1ccccc1)C(=O)CO2
u	Cc1ccc(-n2nc(C)c(C(=O)NCCCN3CCN(c4ccc(F)cc4)CC3)c2-n2cccc2)cc1
-2%	O=C(NC1CC1)c1ccccc1OC1CN(Cc2cccc(F)c2)C1
6%	O=C1CCC2(CCCN(C(=O)c3ccc(F)cc3)C2)CN1CCc1cnc[nH]1 (configuration not stated)
u	Cc1ccccc1-c1cc(=O)c2cc(NC(=O)C3CCCCC3)ccc2o1
-19%	CCOC(=O)c1ccc(NC(=O)N2Cc3[nH]cnc3C[C@H]2c2nc(-c3ccc(C)cc3)no2)cc1
-10%	Cc1ccc(C(=O)N2CCC(c3nnc(Cn4cncn4)n3C)CC2)cc1F
18%	COc1cc(C(=O)OCC(=O)c2ccc(Cl)cc2)ccc1OCc1ccccc1Cl
-22%	CC(=O)N1CCN(C(C(=O)O)c2cn(CC(=O)O)c3cc(F)ccc23)CC1 (configuration not stated)
-14%	CNC(=O)[C@@H]1CN(Cc2ccc(OCC(C)C)c(OC)c2)C[C@H]1CO
u	COCCCN1CCc2c(n(Cc3ccccc3)n(-c3ccccc3)c2=O)C1
9%	CCc1c2c(nn1-c1cc(Cl)ccc1OC)CCCC2=O
-17%	Cc1ccc2c(c1)N(CC(=O)NCCCN1CCCC1)C(=O)CO2
-21%[115 µM]	CCN1CCC2(Cc3ccccc3CN(C(=O)c3cccc(Cl)c3)C2)C1 (configuration not stated)
u	Cc1ccc(C2C=C(c3ccc(Cl)cc3)Nc3nc(NC(=O)CCC(=O)O)nn32)cc1 (configuration not stated)
15%	CCCCOc1ccc(C(=O)N2CCC(c3n[nH]c(=O)n3-c3ccc(C)cc3)CC2)cc1
u	CC(Sc1nc2ccccc2o1)C(=O)C12CC3CC(CC(C3)C1)C2 (configuration not stated)
-21%	CC(C)(C)CC(=O)N1CCC(N2C(=O)C3(CCCCC3)C2c2ccncc2)CC1 (configuration not stated)
-6%	O=C(COc1ncnc2ccccc12)Nc1ccc(F)c(F)c1F
23%	Cc1ccc(S(=O)(=O)/C(C#N)=C\c2ccc(F)cc2)cc1
20%[86.2 µM]	COCC(=O)NC[C@@H]1C=C(C)[C@H](Cc2nc3ccc(C)cc3[nH]2)C[C@H]1C(C)C
20%	CC1(C)C2CCC1(C)C(NC(=O)Cc1ccccc1)C2 (configuration not stated)
6%	Fc1ccc(-c2ccc(CNc3ncn[nH]3)o2)cc1Cl
-12%	CC1CCN(S(=O)(=O)c2ccc(-c3nc(C#N)c(NCc4ccc5c(c4)OCO5)o3)cc2)CC1
15%[11.5 µM]	CCOc1ccc(C(=O)N2CCN(CCc3ccccn3)CC2)cc1
u	CC(=O)Nc1ccc2cc3ccc(NC(C)=O)cc3nc2c1
u	CCc1noc(-c2cccn3c(CNC(=O)c4cc5ccccc5[nH]4)nnc23)n1
-15%	Cc1ccc(C=Nc2ccc(C(C)(C)C)cc2)s1
31%	O=C(Cc1cccs1)NCc1cccc(Cl)c1
12%	Cc1cc2oc(C(=O)NCC(c3cccs3)N3CCCCCC3)cc(=O)c2cc1C (configuration not stated)
0%	O=C1CCN(Cc2cccnc2)CCCC(C(=O)NCCN2CCOCC2)CCN1 (configuration not stated)
u	CCOc1ccc(C(=O)N(Cc2nc(-c3cccc(C)c3)no2)C(C)C)cc1
-20%	CCCNC(=O)N(C1CCOCC1)C1CCN(C(=O)Cc2ccccc2F)CC1
-28%	CCOC(=O)C1CCCN(C(=O)c2cc3c(Cl)nc4ccccc4c3s2)C1 (configuration not stated)
-10%	Fc1ccc(-c2nnc(CN3CCN(c4ccccn4)CC3)o2)cc1
-22%	Cc1ccc(OCC(=O)N(Cc2ccco2)C2CCS(=O)(=O)C2)cc1 (configuration not stated)
4%	CN1C(=O)CS(=O)(=O)C12CCN(C(=O)CC(C)(C)C)CC2
6%	O=C(COC(=O)CCCOc1ccccc1)NNC(=O)c1ccc([N+](=O)[O-])cc1
u	Cn1nccc1C(=O)N1CC(c2ncc3c(-c4ccccc4)nccn23)C1
25µM*	CN(C)C[C@@H]1CN(c2ncccn2)C[C@H]1NC(=O)c1ccncc1
-3%	CC1(c2ccccc2)N(Cc2ccccc2C#N)C(=O)OC12CCN(C(=O)COc1ccccc1)CC2 (configuration not stated)
8%	O=C(Nc1cc(F)ccc1F)c1cnn2c(C(F)F)cc(C3CC3)nc12
9%	CCCc1c(C(=O)OCC)[nH]c2c1C(=O)CC(c1ccc(OC)c(OC)c1)C2 (configuration not stated)
u	CCn1c(=O)cc(SCC(=O)N2CCN(c3cc(C)ccc3C)CC2)c2ccccc21
22%	Cc1ccccc1C(=O)N/N=C/C(C)C
u	c1ccc(-c2nc(-c3ccncc3)no2)c(OC2CCNC2)c1 (configuration not stated)
6%	CC(=O)c1cc(CNC(=O)CCl)cs1
-20%	COc1ccccc1Oc1c(CCC(=O)NCc2ccccc2)c(C)nn1-c1ccc(F)cc1
-2%	COC(=O)c1nc(NC(=O)c2cccc(Br)c2)n[nH]1
-17%	CCCN1C(=O)NC(CC(=O)NCc2c(C)ncc3c2CCNC3)C1=O (configuration not stated)
7%	CCC(=O)Nc1ccc(Br)cc1-c1nnc(SC)[nH]c1=O
-23%	CCCOc1ccc(/C=C(/C#N)c2nc3ccccc3[nH]2)cc1Br
20µM*	COc1ccc(-c2nc3c(c(=O)[nH]2)CCN(S(=O)(=O)c2cccs2)C3)cc1
u	O=C(Cc1ccccc1)N1CCC2(CC1)CNS(=O)(=O)c1cccnc1O2

# The last two entries of the part above come first, to join the parts:
KDM5B inhibitor	structure
20µM*	COc1ccc(-c2nc3c(c(=O)[nH]2)CCN(S(=O)(=O)c2cccs2)C3)cc1
u	O=C(Cc1ccccc1)N1CCC2(CC1)CNS(=O)(=O)c1cccnc1O2
u	O=C(c1cccnc1)N1CCC2(CC1)N=C(c1ccc(Cl)cc1)NO2
u	CCN(CC)c1ccc(C(=O)N2CCc3c([nH]c4ccccc34)C2c2ccc(F)cc2)cc1 (configuration not stated)
-6%	CCCCc1[nH]nc2c1C1(C(=O)Nc3ccc(F)cc31)C(C#N)=C(N)O2 (configuration not stated)
-24%	Clc1ccc(-c2csc(-c3cccnc3)n2)s1
-27%[86.2 µM]	COc1ccc(-c2cnc(NC(=O)Cc3ccccc3)c3c2CCO3)cn1
-3%	C/C=C/Cn1c(SCCO)nc2c1c(=O)[nH]c(=O)n2C
16%	CCCNC(=O)C1CCC(Cn2c(=O)c3sccc3n(CC(=O)Nc3ccccc3)c2=O)CC1 (configuration not stated)
u	COc1ccc(CNCc2ccc(OC)c3ccccc23)cc1
u	COc1ccc(NC(=O)CSc2nc(-c3ccccc3)cc(-c3cc(OC)c(OC)c(OC)c3)c2C#N)c(OC)c1
-6%	CCOc1ccccc1CNCc1c(C(=O)O)n(Cc2ccc(F)cc2)c2cc(C)ccc12
u	Cc1c(C)n(Cc2ccc(F)cc2)c2ccc(C(=O)N3CCN(c4ccc(F)cc4)CC3)cc12
6%	Cc1cc(-c2nc3ccccc3s2)ccc1NC(=O)c1ccc(C(C)C)cc1
u	Cc1cccc2cc(CN(c3ccccc3)S(C)(=O)=O)c(=O)[nH]c12
u	CC1=C(C(=O)Nc2ccc(F)cc2F)C(c2ccc3c(c2)OCO3)C2=C(CC(C)(C)CC2=O)N1 (configuration not stated)
2%	CN1CCN(CCNC(=O)c2cnn(-c3ccc(F)cc3)c2C2CCN(C(=O)OC(C)(C)C)CC2)CC1
-18%	CC(C)CCN1CC2(CCCN(S(=O)(=O)N3CCOCC3)C2)CCC1=O (configuration not stated)
u	COCCOCC(=O)N1CC[C@H]2C(=O)NCCCCCCN(Cc3ccncc3)[C@@H]2C1
-6%	COc1ccccc1CNC(=O)CSc1nc2ccccc2c2nc(=O)c(-c3ccccc3)nn12
-9%	COc1ccc(NC(=O)COCc2cc(-c3ccc4c(c3)OCO4)on2)cc1
u	COc1ccc(NC(=O)CSc2oc(-c3ccc(C)cc3)nc2S(=O)(=O)c2ccc(C)cc2)c(OC)c1
1%[86.2 µM]	COc1ccc(C(=O)N2CCOC[C@H](Oc3cnccn3)C2)cc1
-17%	Cc1ccc(C2=NC(c3ccc(F)cc3)=Nc3ccc(C)cc3N2)cc1
u	COc1ccc(-c2nnc(SCCOc3ccccc3C)o2)cc1OC
u	Cc1oc(-c2cccc(Br)c2)nc1Cn1c(SCc2cccc(F)c2)nc2cccnc21
11%	COc1ccc(CCNC(=S)N(C)C)cc1OC
u	CC(C(=O)N1CCc2onc(-c3cccc4ccccc34)c2C1)n1ccnc1 (configuration not stated)
5%	COc1cc2c(cc1OC)C(CNC(=O)CC(C)C)N(C(=O)Nc1cccc(F)c1)CC2 (configuration not stated)
u	CCOc1ccc(/C=C(\C#N)C(=O)Nc2sc3c(c2C(=O)OC)C(C(=O)OC)CC3)cc1OC (configuration not stated)
u	COc1cccc(/C=N/NC(=O)c2ccc3nc[nH]c3c2)c1O
2%	O=C1CC(c2ccccc2)N(C(=O)CNC(=O)c2ccncc2)CCCCCN1 (configuration not stated)
12%	Cc1c(C)c2cc(Cl)c(OCC(=O)NCc3ccccn3)cc2oc1=O
u	Cc1ccccc1-c1nc(C#N)c(NCCN2CCOCC2)o1
-12%	O=C1CCN(C(=O)Cc2c[nH]c3ccccc23)CCCCCCN1
-32%	CN(C)C[C@@H]1CN(S(C)(=O)=O)C[C@H]1NC(=O)Cc1c(F)cccc1Cl
-14%	Cn1nc(C(F)(F)F)c(Br)c1C(=O)Nc1sc2c(c1C(N)=O)CCC2
12%	Cc1ccc(Cn2c(SCC(=O)O)nc3c2c(=O)[nH]c(=O)n3C)cc1
12%	O=C(Cc1ccccc1)Nc1ccc(N2CCOCC2)c(Br)c1
u	C[S+](=O)([O-])N1CCC(Cn2ccc3c(N4CCOCC4)nc(-c4cccnc4)cc32)CC1
6%	CC(=O)c1ccc(S(=O)(=O)N(C)CC(=O)NCC2CCCCC2)cc1
2%	CCN(CC)S(=O)(=O)c1cc(NC(=O)c2cc([N+](=O)[O-])ccc2N2CCOCC2)ccc1C
u	O=C(NCc1ccc(Cl)cc1)c1ccc(CSCc2cccc(Cl)c2)o1
25%	CSc1nccc(NC(=O)c2cccc(Br)c2)n1
-22%	C[C@H]1[C@@H]2[C@@H](O)[C@H]([C@H](C)C(=O)N3CCCCC3)CC[C@@]2(C)CC[C@@H]1NC(=O)c1cncnc1
u	Cc1nc(/N=C(\N)NC(=O)c2ccccc2N)nc2ccccc12
-5%	O=C(O)c1cccc2ncccc12
-26%	Cc1ccc(C(=O)N2CCC3(CC2)N=C(c2ccc(C)cc2)NO3)cc1
-10%	Cc1ccc(CNC(=O)c2ccc(NC(=O)Cn3c(C)cc(C)c(C#N)c3=O)cc2)o1
2%	Cc1ncccc1C(=O)N1CCC2(CCC(=O)N(CC3CC3)CC2)CC1
-3%	NC(=O)[C@@H]1CN(C(=O)c2ccccc2F)C[C@H]1COc1ccccc1
17%	COC(=O)C1CN(Cc2cn(Cc3ccccc3)nn2)CCS(=O)(=O)N1Cc1ccc(Cl)cc1 (configuration not stated)
u	Cn1cccc1C(=O)N[C@@H]1CN(c2ncccn2)C[C@H]1CO
20%	COc1cccc(NC(=O)N[C@H]2C[C@@H](C(=O)N[C@H](Cc3ccccc3)C(N)=O)N(C(=O)C=C(C)C)C2)c1
-9%	Cn1c(=O)[nH]c(=O)c2c1nc(NC1CCCCC1)n2CCCc1ccccc1
u	CCCC(=O)N1CCC(N2CC3CC(C2)[C@H]2CCCC(=O)N2C3)CC1 (some centres not stated)
4%	CC(C)Oc1ccc(C(=O)NCCCNC(=O)c2cccnc2)cc1
-12%	CC(=O)Nc1ccc(C(=O)N(CCc2ccccc2)Cc2ccccc2)s1
25µM*	COc1ccc(-c2nc(CN3CCC(CO)CC3)c(C)o2)c2ccccc12

# 14 compounds from above, sorted by formula weight, rising.
KDM5B inhibitor	structure
-5%	O=C(O)c1cccc2ncccc12
u	Cn1cccc1C(=O)N[C@@H]1CN(c2ncccn2)C[C@H]1CO
u	Cc1nc(/N=C(\N)NC(=O)c2ccccc2N)nc2ccccc12
25%	CSc1nccc(NC(=O)c2cccc(Br)c2)n1
4%	CC(C)Oc1ccc(C(=O)NCCCNC(=O)c2cccnc2)cc1
-3%	NC(=O)[C@@H]1CN(C(=O)c2ccccc2F)C[C@H]1COc1ccccc1
-26%	Cc1ccc(C(=O)N2CCC3(CC2)N=C(c2ccc(C)cc2)NO3)cc1
2%	Cc1ncccc1C(=O)N1CCC2(CCC(=O)N(CC3CC3)CC2)CC1
-12%	CC(=O)Nc1ccc(C(=O)N(CCc2ccccc2)Cc2ccccc2)s1
-9%	Cn1c(=O)[nH]c(=O)c2c1nc(NC1CCCCC1)n2CCCc1ccccc1
u	O=C(NCc1ccc(Cl)cc1)c1ccc(CSCc2cccc(Cl)c2)o1
-22%	C[C@H]1[C@@H]2[C@@H](O)[C@H]([C@H](C)C(=O)N3CCCCC3)CC[C@@]2(C)CC[C@@H]1NC(=O)c1cncnc1
17%	COC(=O)C1CN(Cc2cn(Cc3ccccc3)nn2)CCS(=O)(=O)N1Cc1ccc(Cl)cc1 (configuration not stated)
20%	COc1cccc(NC(=O)N[C@H]2C[C@@H](C(=O)N[C@H](Cc3ccccc3)C(N)=O)N(C(=O)C=C(C)C)C2)c1

# High-throughput results (PubChem)
